# Screening data as filed in PubChem.
# HKDC1 inh: blocks human hexokinase HKDC1 activity; Q2TB90; recombinant HKDC1, G6PDH/diaphorase resazurin coupled fluorescence; inhibition, % at 20 µM; 340,000 compounds, 0.16% hits; AID 493160;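 active = inhibition above about 35% when tested at 20 µM, limit read from the data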;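 note: plate controls were DMSO wells with enzyme for no effect and DMSO wells lacking enzyme for full effect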
#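 test system = in-house recombinant HK5 (HKDC1) enzyme | amount = HKDC1 at 5 µg/mL | control set = DMSO-enzyme wells negative, buffer-substituted wells positive | compound = one dose of 20 µM, 1% DMSO | schedule = reaction time 90 min, room temperature, protected from light | technique = resorufin fluorescence at 613 nm | reagent = glucose with 1 mM ATP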
# Jurkat NFkB inh: inhibitors of the PMA/ionomycin-induced NF-kB reporter in Jurkat cells; PMA/ionomycin-induced NF-kB luciferase reporter, luminescence; inhibition, % at 4 µM; 330,000 compounds, 0.53% hits
# Apaf1 inhib: human Apaf-1 inhibition; reconstituted apoptosome caspase-3 activity, DEVD-Rh110 fluorescence; inhibition, % at 20 µM; 330,000 compounds, 0.71% hits; active = inhibition of at least 40% at 20 µM;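 note: plate controls were DMSO wells for no effect and DEVD-CHO caspase inhibitor wells for full effect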
#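 Material: cell-free apoptosome with Apaf-1, procaspase-3 and caspase-9; Buffer or medium: Hepes pH 7.5 with detergent and BSA; Reagent: cytochrome c trigger plus (Z-DEVD)2-Rh110 caspase-3 substrate; Times: compound with Apaf-1, dATP, procaspase-3 30 min, then 50 min reaction, room temperature; Technique: Rh110 fluorescence intensity.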
# 697 NFkB inh: lowers PMA/ionomycin-induced NF-kB signal in 697 B cells; 697 B-cell NF-kB luciferase reporter, 16 h; 330,000 compounds, 0.33% hits; inhibition, % at 4 µM; in the data active = inhibition above about 35%
# SENP8 block: inhibitors of human SENP8 protease. Q96LD8. purified SENP8, Z-RLRGG-aminoluciferin cleavage, luminescence. inhibition, % at 10 µM. 330,000 compounds, 1.2% hits. AID 2540
# Target sequence (Q96LD8 whole entry, looked up): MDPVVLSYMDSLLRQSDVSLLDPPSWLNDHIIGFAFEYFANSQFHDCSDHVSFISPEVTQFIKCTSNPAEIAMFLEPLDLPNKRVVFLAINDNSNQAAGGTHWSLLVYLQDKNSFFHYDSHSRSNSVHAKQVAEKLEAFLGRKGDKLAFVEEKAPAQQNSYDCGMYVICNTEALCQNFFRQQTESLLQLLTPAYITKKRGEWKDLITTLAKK
# SENP7 block: blocks the human protease SENP7 | inhibition, % at 5 µM | Q9BQF6 | recombinant SENP7, Z-RLRGG-aminoluciferin luminescence, 40 min | 330,000 compounds, 1.5% hits | AID 434973;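 active = inhibition above about 50% at the single test dose, limit read from the data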;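 note: plate controls were DMSO with enzyme for no effect and no enzyme buffer wells for full effect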
# Target sequence (Q9BQF6 706-1050 limits assumed): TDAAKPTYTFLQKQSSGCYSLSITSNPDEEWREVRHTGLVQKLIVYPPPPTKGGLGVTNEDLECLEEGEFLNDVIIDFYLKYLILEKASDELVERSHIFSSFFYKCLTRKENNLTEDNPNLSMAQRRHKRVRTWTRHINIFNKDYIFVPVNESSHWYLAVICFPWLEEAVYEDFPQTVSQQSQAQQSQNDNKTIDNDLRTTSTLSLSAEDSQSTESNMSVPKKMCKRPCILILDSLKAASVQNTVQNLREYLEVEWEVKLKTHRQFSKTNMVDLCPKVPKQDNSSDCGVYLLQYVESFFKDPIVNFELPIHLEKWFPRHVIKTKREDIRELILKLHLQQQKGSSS
# Gli-Sufu block: blocks Gli-Sufu signaling in a luciferase reporter; Sufu-KO-LIGHT fibroblasts, Gli luciferase reporter luminescence; inhibition, % at 5 µM; 340,000 compounds, 0.74% hits;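 active = inhibition above about 55%, limit read from the data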;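 note: 0% = DMSO-treated cells and 100% = wells with medium but no cells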
# UBC13 inh: blocks human UBC13 polyubiquitin chain formation | TR-FRET | inhibition, % at 20 µM | 330,000 compounds, 0.47% hits | AID 485273; in the data active = inhibition above about 45%, passing the limit was not always enough
# Target sequence (P61088 whole entry, looked up): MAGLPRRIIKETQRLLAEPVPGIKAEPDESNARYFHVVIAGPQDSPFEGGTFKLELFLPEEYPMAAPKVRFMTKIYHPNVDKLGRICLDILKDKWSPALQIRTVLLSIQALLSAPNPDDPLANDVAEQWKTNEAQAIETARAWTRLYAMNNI
# Starred values were filed as active, the others as inactive. Cut-off read from the data, not from the text of the source, unless noted: active = inhibition above about 50%; inactive = the rest.
SMILES | HKDC1 inh | SENP8 block | Gli-Sufu block | 697 NFkB inh | SENP7 block | Jurkat NFkB inh | UBC13 inh | Apaf1 inhib
O=C1N[C@@H](Cc2ccccc2)COC(=O)[C@H](Cc2ccc(F)cc2)C/C=C\C[C@H]1CC(=O)N(CCO)Cc1ccccc1 | 2 | 4 | 3 | 1 | -4 | 5 | 23 | 27
COc1ccc(CN2CCN(C3CCOCC3)CC2CCO)c(C)c1C (configuration not stated) | -6 | -2 | 9 | 4 | -1 | -1 | -14 | 13
COc1ccc(NC(=S)Nc2ncccc2C)cc1OC | -8 | 9 | -46 | -51 | 6 | -54 | 3 | -3
Cc1ccc(/C=C/C(=O)N2CCc3ccccc3C2)cc1 | -3 | 26 | -13 | -40 | 30 | -45 | -2 | 20
CC1(C(=O)O)CCC(C(=O)NC2CCCCC2)C1(C)C (configuration not stated) | -6 | -2 | 2 | 14 | -10 | 9 | 2 | -13
O=C(Nc1nccs1)C(NS(=O)(=O)c1ccc(Br)s1)c1ccccc1 (configuration not stated) | 0 | 3 | 0 | 8 | 4 | -15 | -7 | -4
O=C(COC(=O)c1ccc(Br)o1)Nc1ccc(F)cc1[N+](=O)[O-] | -3 | 4 | -1 | 0 | 3 | 5 | 6 | 1
CCOC(=O)Cn1c(CN(Cc2ccccc2)Cc2ccccc2)nc2c1c(=O)[nH]c(=O)n2C | 0 | 6 | 1 | 2 | -10 | 13 | 4 | -4
CC1CCCN(Cc2ccc(OCc3ccccc3)cc2)C1 (configuration not stated) | 3 | -8 | 10 | -28 | 7 | -31 | 4 | -11
COc1cc2[nH]c(-c3ccc(C)cc3)cc(=O)c2cc1OC | -3 | -14 | -22 | -18 | -13 | -28 | 6 | 3
CCOC(=O)c1cc2[nH]c3ccccc3c2[n+](-c2ccc([N+](=O)[O-])cc2)c1N | -5 | 1 | 11 | -47 | 9 | -14 | -20 | 9
COc1c(NC(C)=O)c2ccccc2c2ccccc12 | -2 | 2 | 0 | 22 | 2 | -4 | 7 | -7
COCCCNC(=O)c1ccc(CS(=O)(=O)c2ccc(Br)cc2)o1 | 0 | 3 | 17 | 2 | -4 | -6 | 2 | -13
COc1ccc(C(=O)OCn2nnc3ccccc3c2=O)cc1[N+](=O)[O-] | -2 | -13 | 2 | -2 | -6 | 0 | -14 | 4
CCc1ccc(OCCOCC(O)CN(CCO)CCO)cc1 (configuration not stated) | -5 | 3 | -3 | 13 | 4 | 5 | 7 | -9
Cc1cc(Cl)c(S(=O)(=O)NC(C(=O)O)C(C)C)cc1OCC(=O)NC1CCCCC1 (configuration not stated) | -2 | 1 | 4 | 37* | 1 | 11 | 6 | 8
COc1cccc(NC(=O)CCS(=O)(=O)c2cccs2)c1 | -2 | 3 | -25 | -17 | 7 | -19 | 2 | 6
CN(C1CCCCC1)S(=O)(=O)c1ccc(=S)[nH]c1 | -4 | -9 | 3 | 0 | 2 | 2 | -11 | 12
O=C(Cc1c(F)cccc1Cl)NNC(=O)c1ccc(Br)s1 | 0 | -3 | -2 | -2 | 5 | 2 | 6 | 1
CCN(CC)CCNC(=O)COc1ccc(Cl)cc1Cl | 0 | -9 | 8 | 12 | 1 | -4 | 10 | -10
N#Cc1nc(-c2ccc(F)cc2)oc1NCc1cccc2c1OCO2 | 3 | -6 | -4 | 4 | -5 | 4 | 19 | 14
COc1ccc(S(=O)(=O)N(C)C[C@H]2Oc3ccc(NC(=O)Nc4c(C)noc4C)cc3C(=O)N([C@H](C)CO)C[C@@H]2C)cc1 | -4 | 0 | 0 | 7 | 3 | -4 | 3 | 2
COc1cc(N=Nc2ccc3ccccc3c2)ccc1O | 0 | 94* | -60 | -118 | 95* | -106 | -23 | 24
Cc1ccc2occ(/C=C/C(=O)c3ccccc3O)c(=O)c2c1 | 3 | -17 | -18 | -85 | -10 | -16 | -22 | 26
CC1=C(C(=O)OCCOC(C)C)C(c2cccc3ccccc23)NC(=O)N1 (configuration not stated) | -4 | 10 | 7 | -51 | -5 | -10 | -4 | -17
CC(=O)NCCC1CCCCN1Cc1nc(Cc2cccc(C(F)(F)F)c2)no1 (configuration not stated) | -5 | 0 | 6 | -3 | 9 | 6 | 3 | 8
CCOCCCNC(=O)C1CC(=O)N(CCc2ccccc2)C1 (configuration not stated) | -1 | -13 | -1 | 2 | -8 | -15 | -7 | 5
Cc1ccc(C(=O)N/C(=C\c2sccc2C)C(=O)NCc2ccncc2)cc1 | -10 | 0 | 9 | 7 | -2 | -5 | -10 | -1
CCOc1ccc(C(=O)Nc2nnc(C(C)C)s2)cc1OCC | -3 | 1 | -28 | 2 | -3 | -11 | 8 | 3
COc1ccc(CCNC(=O)CC2SC(N)=NC2=O)cc1OC (configuration not stated) | -2 | 8 | -13 | -11 | 0 | -5 | -6 | 2
CCN(CC)CCNC(=S)Nc1ccc2nc(N3CCCC3)cc(C)c2c1 | 4 | -3 | 20 | 6 | 14 | 9 | -12 | 12
CC(C)(C)c1ccc(S(=O)(=O)Nc2ccc3c(c2)COC3=O)cc1 | -2 | -8 | 3 | -3 | -6 | -6 | -13 | 6
COc1ccc(S(=O)(=O)NCC2CCCN(C(=O)c3sccc3C)C2)cc1 (configuration not stated) | -10 | -1 | 2 | 16 | 6 | 0 | -8 | 5
Cc1cc([N+](=O)[O-])nn1CC(=O)NCc1cccs1 | -6 | 0 | -5 | -3 | -1 | 1 | -1 | -3
CCN(CC(=O)Nc1ccc(NC(C)=O)cc1)C(=O)c1cc2c(s1)CCCCC2 | 2 | 2 | 0 | 1 | 6 | -12 | 8 | 9
O=C(CCCC(=O)OCC(Cl)=C(Cl)Cl)Nc1cccc(F)c1 | 0 | 6 | 6 | 4 | 8 | -1 | 3 | 19
COc1ccc(OC)c(-c2cc(C(=O)N3CCOCC3)no2)c1 | 0 | -23 | 19 | -1 | -20 | -12 | 1 | 10
N/C(=N\OC(=O)c1ccc(Cl)cc1)c1ccccn1 | 16 | 97* | -53 | -113 | 99* | -112 | 1 | 1
C=CCn1cc([N+](=O)[O-])nc1C | 2 | -2 | 1 | 5 | 4 | -4 | 3 | -3
NC(=O)c1cc2cc(Cl)ccc2oc1=O | 0 | 0 | 7 | 13 | -1 | -4 | 4 | 0

# Reprinted from the part before: two entries; new compounds follow.
SMILES | HKDC1 inh | SENP8 block | Gli-Sufu block | 697 NFkB inh | SENP7 block | Jurkat NFkB inh | UBC13 inh | Apaf1 inhib
C=CCn1cc([N+](=O)[O-])nc1C | 2 | -2 | 1 | 5 | 4 | -4 | 3 | -3
NC(=O)c1cc2cc(Cl)ccc2oc1=O | 0 | 0 | 7 | 13 | -1 | -4 | 4 | 0
O=C(O)c1ccc(/C=N/NC(=O)c2ccc(NS(=O)(=O)c3cccs3)cc2)cc1 | -2 | -4 | 4 | -2 | 4 | -8 | -6 | -1
Cc1cc(/C=C2/SC(=S)N(c3cccc(C(F)(F)F)c3)C2=O)c(C)n1-c1cccnc1 | 6 | -3 | 71* | -31 | -6 | -3 | -46 | 36
CC[C@@H](C)[C@@H]1CN([C@@H](C)CN2CCC[C@H]2CN2C(N)=NC[C@H]2CC(C)C)C(=N)N1CCCC1CCCC1 | -6 | 1 | 3 | -13 | 12 | -7 | 44 | 34
C=CCN1C(=O)CS/C1=N\N=C\c1cccc([N+](=O)[O-])c1 | 0 | -3 | -11 | 6 | -1 | -1 | 7 | 0
CCOC(=O)C1=C(COC(=O)/C=C/c2ccccc2)NC(=O)NC1C (configuration not stated) | 4 | -14 | 4 | -40 | 12 | -14 | -1 | 9
CSc1nc2nc3c(cc2c(=O)n1-c1ccc(C)cc1)COC(C)(C)C3 | -1 | 2 | -2 | -29 | 5 | 3 | -1 | -1
Cc1nc2sccn2c(=O)c1Br | -12 | -10 | -5 | 5 | -4 | 0 | -6 | 5
COc1ccc(Cl)cc1C(=O)Nc1ccccc1N1CCCCC1 | -2 | -9 | 8 | -16 | 3 | -2 | -12 | 15
CC1CN(C(=O)CN2C(=O)c3ccccc3C2=O)CC(C)O1 (configuration not stated) | -5 | -7 | 2 | 6 | -4 | 5 | 0 | -3
CN1C(=O)/C(=C2\SC(=S)N(C(CCC(=O)O)C(=O)O)C2=O)c2ccccc21 (configuration not stated) | 14 | 0 | -3 | 2 | 6 | -3 | -77 | -6
CCOC(=O)CCC(=O)OCC(=O)NC(C)C1CC2CCC1C2 (configuration not stated) | -1 | 4 | -5 | 9 | 5 | -4 | -2 | 3
Cc1cc(OC(=O)c2ccc(S(=O)(=O)N(C)C)cc2)cc(=O)o1 | -2 | 3 | -1 | 2 | -4 | 3 | 0 | -12
COc1ccc(N(CC(=O)NCCC(C)C)C(=O)c2snc(C(=O)NC3CCCCC3)c2N)c(OC)c1 | 4 | 0 | 38 | -1 | 1 | 11 | -3 | 20
Cc1ccc(-c2cc(C(=O)NCCc3ccccn3)c3ccccc3n2)c(C)c1 | 15 | 1 | 8 | -7 | 12 | -10 | 3 | 3
O=C(O)/C=C/c1ccc(-n2ccnc2)cc1 | 15 | -2 | 1 | 11 | -2 | 16 | 17 | -11
Cc1nn(-c2ccccc2)c(C)c1NC(=O)COC(=O)c1cc(Cl)ccc1O | 2 | 7 | -12 | 3 | -2 | 8 | 12 | 8
CCOc1cc(/C=N/O)cc(Cl)c1OC | 0 | 2 | -5 | 27 | 7 | 10 | 0 | -10
CCOc1ccc2nc(NC(=O)CSc3nc(SC)ns3)sc2c1 | 13 | -9 | -41 | -35 | 6 | -9 | -8 | 8
NC(=O)c1ccccc1NS(=O)(=O)c1ccc2c(c1)OCCO2 | -3 | 1 | 3 | -9 | -4 | -5 | 15 | -3
COc1cccc(OC)c1C(=O)Nc1ccc(C(=O)c2ccncc2)cc1 | 3 | 19 | -1 | -35 | -9 | -22 | -5 | 10

# Single records, as listed above.
# COc1ccc(N(CC(=O)NCCC(C)C)C(=O)c2snc(C(=O)NC3CCCCC3)c2N)c(OC)c1 reads HKDC1 inh: 4; SENP8 block: 0; Gli-Sufu block: 38; 697 NFkB inh: -1; SENP7 block: 1; Jurkat NFkB inh: 11; UBC13 inh: -3; Apaf1 inhib: 20
# NC(=O)c1ccccc1NS(=O)(=O)c1ccc2c(c1)OCCO2 reads HKDC1 inh: -3; SENP8 block: 1; Gli-Sufu block: 3; 697 NFkB inh: -9; SENP7 block: -4; Jurkat NFkB inh: -5; UBC13 inh: 15; Apaf1 inhib: -3
# CCOc1ccc2nc(NC(=O)CSc3nc(SC)ns3)sc2c1 reads HKDC1 inh: 13; SENP8 block: -9; Gli-Sufu block: -41; 697 NFkB inh: -35; SENP7 block: 6; Jurkat NFkB inh: -9; UBC13 inh: -8; Apaf1 inhib: 8

# Next part:
SMILES | HKDC1 inh | SENP8 block | Gli-Sufu block | 697 NFkB inh | SENP7 block | Jurkat NFkB inh | UBC13 inh | Apaf1 inhib
O=C(NC(=S)NCCOCc1ccc(Cl)cc1)c1cccnc1 | -4 | 8 | 34 | 3 | 4 | 15 | 7 | -3
O=S(=O)(NCc1cc(-c2ccc(Cl)cc2)no1)c1ccccc1 | -2 | -3 | 3 | 2 | 8 | 1 | 5 | 8
O=C(CCNS(=O)(=O)c1ccccc1)NCC1CCCCC1 | -6 | -1 | -9 | 16 | 4 | 7 | 4 | -4
CCN(C(=O)COC(=O)c1cc([N+](=O)[O-])ccc1N1CCCCC1)C1CCS(=O)(=O)C1 (configuration not stated) | -6 | -3 | 7 | 17 | 0 | -18 | -11 | -6
